High-throughput results as filed in PubChem BioAssay.
aSyn rescue = alpha-synuclein toxicity inhibition in yeast | AID 652106 | Potency, µM (titrated, usually from 46.1 µM), for the others: top-dose growth rescue (activation), actives largely listed as activators | Yeast expressing alpha-synuclein, growth rescue, BacTiter-Glo, 24 h | 370,000 compounds, 0.14% hits; further: % of control where 0% means no effect; nearly all actives have a fitted effect of over 65% in size
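Rescue of yeast growth: cells expressing toxic alpha-synuclein, induced in galactose at OD600 0.02, incubated with compound 24 h at 30 C. ATP luminescence quantified growth; inhibitors of toxicity appear as activators.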
EPAC1 ag = EPAC1 (human) agonism. O95398. EPAC1 agonist qHTS, biochemical assay; response scale: 100% = response to 6.5 mM cAMP. Potency, µM (titrated, usually from 154 µM), inactives show at the highest dose activation, usual class: activators. 360,000 compounds, 0.073% hits; further: nearly all actives have a fitted effect of over 60% in size
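Multi-concentration qHTS readout: loss of Rap1B-bound BODIPY-GDP fluorescence driven by 100 nM EPAC1 with excess GDP (50 uM), monitored kinetically at room temperature; agonist response expressed relative to 6.5 mM cAMP.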
EPAC1 antagonist = blocks human EPAC1 exchange factor. Potency, µM (series often up to 115 µM), for the others: at the top dose activity change, negative = inhibition, most hits filed as inhibitors. 360,000 compounds, 0.14% hits. AID 720709. EPAC1 GEF assay, Rap1b-BODIPY-GDP exchange fluorescence. O95398;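 further: plate controls were vehicle for no effect and positive control for full effect; nearly all actives have a fitted effect of over 50% in size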
TDP-43 yeast inh = inhibitors of TDP-43 toxicity in yeast. 410,000 compounds, 1.8% hits. AID 652104. Potency, µM (doses to about 46.1 µM), inactives show at the highest dose growth rescue (activation), most hits filed as activators. TDP-43 expressing yeast growth rescue, BacTiter-Glo, 24 h; further: % of control where 0% means no effect; nearly all actives have a fitted effect of over 50% in size
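Readout is BacTiter-Glo luminescence of cell growth, so inhibitors register as activators. TDP-43-expressing yeast at OD600=0.02 in galactose medium, after raffinose pregrowth to mid-log, were incubated with compound for 24 hr at 30 deg C.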
PTHR1 ag = agonists of human PTHR1 parathyroid hormone receptor; HEK293 GP2 PTHR1 cells, GloSensor cAMP luminescence, 1 h; Potency, µM (series often up to 115 µM), for the others: top-dose activation, hits mostly activators; 410,000 compounds, 0.075% hits; AID 743266; further: nearly all actives have a fitted effect of over 55% in size; some results filed as inactive show a strong effect at the top dose; inactives centre near -15; many of its hits are not listed in these tables
Target sequence (Q03431 whole entry, looked up): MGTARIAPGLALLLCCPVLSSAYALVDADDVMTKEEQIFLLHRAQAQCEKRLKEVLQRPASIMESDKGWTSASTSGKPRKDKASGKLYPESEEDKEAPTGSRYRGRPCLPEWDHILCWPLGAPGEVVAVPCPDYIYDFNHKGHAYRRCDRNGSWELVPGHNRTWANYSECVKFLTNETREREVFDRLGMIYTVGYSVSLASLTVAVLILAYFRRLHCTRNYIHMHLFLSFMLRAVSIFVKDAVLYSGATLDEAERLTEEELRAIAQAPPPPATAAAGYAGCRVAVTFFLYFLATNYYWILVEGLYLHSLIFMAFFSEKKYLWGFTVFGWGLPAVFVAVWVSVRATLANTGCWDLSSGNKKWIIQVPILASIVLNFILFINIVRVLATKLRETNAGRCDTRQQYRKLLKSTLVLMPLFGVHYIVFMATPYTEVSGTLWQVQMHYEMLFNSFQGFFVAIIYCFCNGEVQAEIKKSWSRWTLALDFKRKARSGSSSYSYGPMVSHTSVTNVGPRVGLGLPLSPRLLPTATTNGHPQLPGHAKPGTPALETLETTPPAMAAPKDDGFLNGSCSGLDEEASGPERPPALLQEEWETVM
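HEK-293-derived GP2 cells expressing PTHR1 and a GloSensor cAMP reporter, 3,000/well, plated overnight, given luciferin plus IBMX (each 0.5 mM as added) for 1 h at 37 °C, then compound for 1 h at 37 °C. Luminescence was read after 15 min at room temperature.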
EPAC2 agonist = activates human EPAC2 exchange factor; Potency, µM (series often up to 154 µM), for the others: at the top dose activation, hits mostly activators; 360,000 compounds, 0.079% hits; AID 720711; Q8WZA2; EPAC2 activation, biochemical qHTS; response scale: 100% = 6.5 mM cAMP response; further: nearly all actives have a fitted effect of over 50% in size
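Nucleotide exchange monitored as fluorescence drop when BODIPY-GDP leaves Rap1B. Reaction: 100 nM EPAC2, 250 nM RAP1B-BODIPY-GDP, 50 uM GDP, room temperature, kinetic read over 30 min. Activity expressed relative to 6.5 mM cAMP.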
EPAC2 antag = antagonists of human EPAC2. Q8WZA2. EPAC2 GEF exchange of Rap1B-BODIPY-GDP, fluorescence. Potency, µM (series often up to 114 µM), for inactives: at the highest dose activity, negative = inhibition, hits mostly inhibitors. 360,000 compounds, 0.18% hits; further: on the % scale 0 is the no-effect control and ±100 the full control effect; nearly all actives have a fitted effect of over 45% in size; many of its hits are not listed in these tables
FUS yeast rescue = FUS proteinopathy suppression in yeast; Potency, µM (titrated, usually from 76.6 µM), inactives show at the highest dose growth rescue (activation), hits mostly activators; 390,000 compounds, 0.24% hits; S. cerevisiae FUS-expressing, growth rescue, OD600, 24 h;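 further: plate controls were DMSO vehicle for no effect and reference control for full effect; nearly all actives have a fitted effect of over 55% in size; some results filed as inactive show a strong effect at the top dose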
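Yeast expressing FUS under galactose induction, OD 0.005 in 2% galactose medium; compounds in a dilution series, 24 h at 30C. Growth rescue by absorbance at 600 nm; CP55940 positive control, DMSO negative.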
The depositor's hits bear a star; i = inactive; ? = inconclusive; nt = not tested or not shown; [ ] = remark or other dose. The call rests on the fitted dose curve; in most records, active means well fitted curve in the direction sought with a large enough effect; inconclusive means small, poorly fitted or top-dose-only effect, or another doubt; inactive means no such curve, though single readings can be large; an effect the other way counts as inactive or inconclusive. Potency means the concentration at half of the fitted maximal effect. Not all compounds are listed. The share of hits here may be higher or lower than overall.

Every second line gives: aSyn rescue	EPAC1 ag	EPAC1 antagonist	TDP-43 yeast inh	PTHR1 ag	EPAC2 agonist	EPAC2 antag	FUS yeast rescue
[1] CN(C)C(CNC(=S)Nc1cccc(Cl)c1)c1ccccc1 (configuration not stated)
    -3%	0%	20%	12%	0%	9%	-2%	10%
[2] CC(C)n1c(N2CCCC2)nc2c1c(=O)[nH]c(=O)n2C
    -3%	-18%	15%	17%	i	14%	3%	12%
[3] Cc1c(N=C2SCC(=O)N2/N=C/c2ccccc2)c(=O)n(-c2ccccc2)n1C
    -3%	-4%	21%	3%	i	6%	3%	7%
[4] CCCNC(=O)C1(C)CCN(C(=O)COc2ccc(C(C)(C)C)cc2)C1 (configuration not stated)
    2%	4%	-17%	5%	-20%	3%	16%	32%
[5] Cn1cc(Cl)c(-c2n[nH]c(=S)n2-c2ccccc2)n1
    -6%	3%	-6%	3%	i	-3%	21%	nt
[6] CC(=O)c1c(C)[nH]c(C(=O)CN2C(=O)NC3(CCCCC3)C2=O)c1C
    -5%	2%	10%	-9%	i	3%	3%	9%
[7] Cc1cc(C)nc(SCCn2c(N3CCCCC3)nc3c2c(=O)n(C)c(=O)n3C)n1
    5%	11%	0%	3%	i	-2%	2%	0%
[8] CC(=O)Nc1ccc(-c2ccnc3c2CC(C(=O)Nc2cccc(C(C)=O)c2)O3)cc1 (configuration not stated)
    0%	-4%	-17%	7%	-7%	20%	-1%	8%
[9] O=[N+]([O-])c1cnn(-c2nc(-c3ccccc3)cc(C(F)(F)F)n2)c1
    -2%	6%	2%	-9%	i	-1%	-2%	12%
[10] CC1(C)CC(=O)C(C=NC2CCCCC2)=C(O)C1
    0%	-4%	1%	8%	-17%	-3%	11%	-25%
[11] CC(C)c1ccccc1OCC(=O)Nc1nnc(C2CC2)s1
    8%	7%	-23%	-9%	-40%[inhibitor]	7%	-3%	14%
[12] O=C(Nc1cccc(Cl)c1)Nc1cc(S(=O)(=O)N2CCOCC2)ccc1N1CCCC1
    -1%	13%	-21%	4%	-10%	20%	-5%	7%
[13] CCO[C@H]1OC(C(=O)NCc2ccccc2)=C[C@@H](c2ccc(C(F)(F)F)cc2)[C@@H]1CCCO
    ?	-12%	-23%	4%	-19%	-1%	?	?
[14] O=[N+]([O-])c1cc(Cl)ccc1-c1nc(-c2ccccc2)no1
    -18%	-1%	-7%	4%	-34%[inhibitor]	17%	1%	2%
[15] O=C(Nc1ccc(C(=O)N2CCOCC2)cc1)c1cnn2c(C(F)F)cc(-c3ccccc3)nc12
    5%	1%	16%	-9%	0%	-5%	8%	1%
[16] NC(=S)N=Nc1c(O)cc(O)c2[nH]c(=O)ccc12
    3%	8%	50µM*	19%	i	7%	-29%	nt
[17] CCn1c(-c2csc(C(C)C)c2)n[nH]c1=S
    0%	0%	0%	?	-27%	2%	-10%	nt
[18] CCOc1ccc(C(=O)Nc2ccc(S(=O)(=O)N3CCOCC3)cc2)cc1OCC
    3%	8%	-11%	-6%	-61%[inhibitor][57.5 µM]	-4%	-5%	2%
[19] COc1ccc(CNc2nc3ccccc3n2C)c(OC)c1
    -4%	4%	1%	-2%	-13%	9%	-4%	6%
[20] O=S(=O)(/C=C/c1ccccc1)Nc1ccc(N2CCOCC2)cc1
    5%	-5%	-15%	20%	i	11%	9%	34%
[21] C=CCOC(=O)C1=C[C@@H](c2ccc(Br)cc2)C[C@@H](OCc2ccc(CO)cc2)O1
    25%	-4%	-15%	-1%	-13%	15%	-20%	?
[22] COc1ccc(OC(C)C(=O)N2CC(C)OC(C)C2)cc1 (configuration not stated)
    0%	7%	15%	2%	i	10%	7%	-24%
[23] COCCN(C(=O)CCCc1nc2ccccc2s1)c1c(N)n(CC(C)C)c(=O)[nH]c1=O
    -2%	2%	17%	2%	-5%	0%	3%	-5%
[24] CS(=O)(=O)N(CC(=O)NCCSC1CCCCC1)c1ccccc1
    -5%	-5%	-8%	-22%	8%	6%	13%	4%
[25] CCN(CC)CCn1c2c(c(SCC(=O)Nc3cccc4ccccc34)nc1=O)CCCC2
    -1%	-1%	-13%	14%	i	-7%	-5%	-2%
[26] S=c1[nH]nc(-c2ccc3ncccc3c2)n1-c1ccc2c(c1)OCCO2
    -4%	-1%	-15%	-5%	i	11%	-9%	7%
[27] Cc1cc(CNC(=O)Cn2cc([N+](=O)[O-])cn2)c2ccccc2n1
    -3%	-11%	-13%	-9%[9.22 µM]	-28%	-3%	13%	9%
[28] CCc1cc(=O)oc2cc(OC(C)C(=O)NCC3CCC(C(=O)O)CC3)c(Cl)cc12 (configuration not stated)
    0%	-16%	-13%	0%	-18%	9%	-3%	8%
[29] CCOC(=O)c1ccc(-c2ccc(/C=N/NC(=O)CN(c3cccc(C)c3)S(C)(=O)=O)o2)cc1
    1%	-1%	1%	3%	-21%	-11%	11%	nt
[30] COc1ccc2c(c1)OC[C@H]1[C@H]2N2C(=O)CN(Cc3ccc(C)cc3)C(=O)[C@@]2(C)[C@H]1c1ccccc1
    15%	-3%	-2%	19%	-8%	8%	-2%	33%

6 records drawn at random from those above, as already listed:
Every second line gives: aSyn rescue	EPAC1 ag	EPAC1 antagonist	TDP-43 yeast inh	PTHR1 ag	EPAC2 agonist	EPAC2 antag	FUS yeast rescue
[23] COCCN(C(=O)CCCc1nc2ccccc2s1)c1c(N)n(CC(C)C)c(=O)[nH]c1=O
    -2%	2%	17%	2%	-5%	0%	3%	-5%
[30] COc1ccc2c(c1)OC[C@H]1[C@H]2N2C(=O)CN(Cc3ccc(C)cc3)C(=O)[C@@]2(C)[C@H]1c1ccccc1
    15%	-3%	-2%	19%	-8%	8%	-2%	33%
[7] Cc1cc(C)nc(SCCn2c(N3CCCCC3)nc3c2c(=O)n(C)c(=O)n3C)n1
    5%	11%	0%	3%	i	-2%	2%	0%
[13] CCO[C@H]1OC(C(=O)NCc2ccccc2)=C[C@@H](c2ccc(C(F)(F)F)cc2)[C@@H]1CCCO
    ?	-12%	-23%	4%	-19%	-1%	?	?
[24] CS(=O)(=O)N(CC(=O)NCCSC1CCCCC1)c1ccccc1
    -5%	-5%	-8%	-22%	8%	6%	13%	4%
[14] O=[N+]([O-])c1cc(Cl)ccc1-c1nc(-c2ccccc2)no1
    -18%	-1%	-7%	4%	-34%[inhibitor]	17%	1%	2%

(next part)
Every second line gives: aSyn rescue	EPAC1 ag	EPAC1 antagonist	TDP-43 yeast inh	PTHR1 ag	EPAC2 agonist	EPAC2 antag	FUS yeast rescue
[31] O=C(C[C@H]1C[C@H](C(=O)N2CCOCC2)[C@@]2(CCC3CCCC3)c3[nH]c4ccc(Cl)cc4c3CCN2C1=O)NCc1ccco1
    -2%	-16%	-20%	-5%	-28%	9%	15%	-19%
[32] COc1cc(C(=O)NC(=S)NNC(=O)c2ccc3c(c2)OCO3)cc(OC)c1OC
    7%	-6%	-10%	16%	-18%	2%	1%	11%
[33] CCC(C)(C)NC(=O)C(c1ccncc1)N(C(=O)c1sc(C)nc1C)c1ccc(C)cc1 (configuration not stated)
    12%	9%	-27%	10%	i	2%	-3%	-23%
[34] CCCCOc1ccc(C(=O)NCC(=O)NCCOc2ccccc2OC)cc1
    0%[1.84 µM]	-10%	2%	-1%	-13%	1%	15%	28%
[35] CCn1c(C)c(C(C)=O)c(N2CCN(c3ccccc3)CC2)nc1=S
    -6%	-5%	-8%	7%	-20%	5%	16%	3%
[36] CCN1C(=O)CC(n2c(C)nc3ccccc32)C1=O (configuration not stated)
    -6%	4%	8%	7%	-11%	7%	-3%	-7%
[37] O=C(NC1CCN(Cc2ccccc2)CC1)c1ccccc1F
    -1%	4%	-1%	-25%	-15%[57.5 µM]	13%	-1%	-25%
[38] CC(=O)Nc1ccc(S(=O)(=O)NCC2CCC(C(=O)NC3CCCCCC3)CC2)cc1 (configuration not stated)
    -2%	-15%	10%	6%	i	-9%	1%	-1%
[39] CC1CCN(S(=O)(=O)c2ccc(S(=O)(=O)N3CCC4(CC3)OCCO4)cc2)CC1
    -5%	-2%	28%	21%	-25%	-7%	18%	nt
[40] Cc1cccc(C)c1OC(=O)CSc1nnc(-c2ccccc2)o1
    ?	-3%	17%	-19%	-7%[57.5 µM]	2%	19%	14%
[41] COc1cccc(-c2noc(-c3ccc4c(c3)OCO4)n2)c1
    -16%	0%	-9%	16%[9.22 µM]	-44%	-2%	2%	-16%
[42] OC[C@@H]1CN(Cc2ccc(F)cc2)C[C@H](n2cnc3c(NCc4ccco4)ncnc32)O1
    1%	5%	6%	1%	-4%	2%	-3%	-1%
[43] C=CCN(CC=C)C(=O)c1cccc(OC2CCN(S(=O)(=O)N(C)C)CC2)c1
    -1%	0%	0%	-2%	-31%	0%	-19%	17%
[44] CCN(CC)S(=O)(=O)c1ccc(C(=O)Oc2coc(CSc3nc(C)cc(C)n3)cc2=O)cc1
    7%	11%	-2%	-61%[inhibitor]	i	-2%	?	29%
[45] COC(=O)CCC/C=C1/SCC(NC(=O)c2ccccc2)/C1=N/O (configuration not stated)
    0%	-1%	6%	-18%	-14%	1%	-7%	-8%
[46] FC(F)(F)c1ccccc1Cc1c(-c2ccccc2)nc2ccc(Br)cn12
    -3%	-8%	-4%	6%	-7%	3%	6%	9%
[47] O=S(=O)(c1ccc(Cl)cc1)N1CCN(Cc2ccncc2)CC1
    -11%	6%	-14%	-25%	-5%	17%	-2%	21%
[48] CN(C)c1ccc(-c2csc(C(C)(O)c3ccccc3)n2)cc1 (configuration not stated)
    -7%	-1%	-13%	11%	-45%	18%	-25%	5%
[49] COC(=O)c1nc(N)sc1-c1ccccc1
    6%	-1%	0%	16%	i	-3%	10%	-6%
[50] CCCc1ccc(S(=O)(=O)Nc2ccc(C)c(NS(C)(=O)=O)c2)cc1
    -5%	-2%	-37%	-21%	-2%	5%	-10%	10%
[51] COc1ccc(CC(=O)NCC(=O)Nc2ccccc2Br)cc1
    4%	1%	-8%	-9%	3%	0%	1%	21%

EPAC1 antagonist: entries above that show a hit.
cpd | structure | EPAC1 ag | EPAC1 antagonist | PTHR1 ag | EPAC2 agonist | EPAC2 antag | FUS yeast rescue
16 | NC(=S)N=Nc1c(O)cc(O)c2[nH]c(=O)ccc12 | 8% | 50µM* | i | 7% | -29% | nt
